PfHsp90 yeast 2 = growth inhibition of PfHsp90-expressing yeast, primary screen, antimalarial PfHsp90 inhibitor project, S. cerevisiae, BacTiter-Glo luminescence, single point, set 2; BacTiter-Glo ATP, 48 h; yeast lacking PDR1 and PDR3 efflux regulators; inhibition, % at 9.4 µM; hit rate 0.32% among 310,000;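 active = every replicate shows inhibition above about 80%, whatever the replicate mean, limit read from the data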;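 note: 0% = DMSO neutral controls and 100% = 20 µM radicicol positive controls; yeast relying on Plasmodium falciparum Hsp90 in place of its own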
MOR-DOR ag = agonists of OPRM1-OPRD1 heterodimerization, primary screen, cell-based, luminescence; activation, % at 9.3 µM; hit rate 0.3% among 340,000; AID 504326, 2011; cells; in the data active = activation above about 18%;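 note: 0% = vehicle-treated cells and 100% = reference agonist; values of inactives mirror those of a sister screen read the other way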
Target sequence (P35372 whole entry, looked up): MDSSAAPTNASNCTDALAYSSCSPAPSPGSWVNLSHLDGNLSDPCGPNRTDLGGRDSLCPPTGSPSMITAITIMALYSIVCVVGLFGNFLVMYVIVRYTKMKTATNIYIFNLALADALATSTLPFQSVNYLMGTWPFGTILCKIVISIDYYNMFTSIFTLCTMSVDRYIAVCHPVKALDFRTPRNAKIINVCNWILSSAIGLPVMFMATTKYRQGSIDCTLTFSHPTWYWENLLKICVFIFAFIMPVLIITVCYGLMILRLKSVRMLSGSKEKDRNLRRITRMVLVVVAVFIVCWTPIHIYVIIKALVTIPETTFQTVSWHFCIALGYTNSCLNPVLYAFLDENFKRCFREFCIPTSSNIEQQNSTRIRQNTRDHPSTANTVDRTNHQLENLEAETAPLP
Target sequence (P41143 whole entry, looked up): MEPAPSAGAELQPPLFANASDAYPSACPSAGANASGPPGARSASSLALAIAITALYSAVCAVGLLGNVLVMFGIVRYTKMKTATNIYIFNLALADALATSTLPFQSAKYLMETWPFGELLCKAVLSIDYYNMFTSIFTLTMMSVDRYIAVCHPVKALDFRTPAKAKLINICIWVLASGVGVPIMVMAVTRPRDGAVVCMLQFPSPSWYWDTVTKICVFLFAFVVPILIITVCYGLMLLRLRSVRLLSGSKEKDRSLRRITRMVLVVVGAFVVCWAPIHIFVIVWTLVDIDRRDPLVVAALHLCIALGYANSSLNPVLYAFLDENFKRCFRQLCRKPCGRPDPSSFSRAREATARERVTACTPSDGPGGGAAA
Tat transport = E. coli Tat export inhibitors, primary screen, MC4100, TorA-mCherry reporter, fluorescence, single point | AID 488895, 2010 | hit rate 0.036% among 340,000 | inhibition, % at 10 µM;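 active = mean replicate inhibition at least 50% and at least half of replicates individually reaching 50%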;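 note: exported cargo escapes ClpAP degradation while cytoplasmic cargo is degraded and loses fluorescence; 0% = median of neutral control wells and 100% = median of NaSCN control wells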
phage Ecoli inh = growth loss of phage-infected E. coli, primary screen, RecBCD inhibitor project, absorbance, with phage, HTS; AID 651602, 2012; hit rate 0.26% among 360,000; inhibition, % at 11.9 µM; in the data active = inhibition above about 11%
PKA-R2B act = activators of PKA-R2B holoenzyme, primary screen, biochemical, fluorescence polarization, Cy5-IP20, human; cAMP-dependent protein kinase catalytic subunit beta (Homo sapiens) + cAMP-dependent …; PKA-R2B holoenzyme dissociation; R2B truncated from residue 108, S112A mutant; 0% DMSO only, 100% 113 µM cGMP; activation, % at 11.4 µM; hit rate 0.079% among 340,000; AID 504700, 2011;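 active = activation above a cutoff set at the mean over all compounds plus 3 SD, cut at about 18% in these data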;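 note: higher means more holoenzyme dissociation and a rise in polarization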
E coli growth = E. coli V3065 growth inhibition, primary screen, counter-screen for AddAB inhibitor project, absorbance, OD600; 18 h; inhibition, % at 11.9 µM; hit rate 0.27% among 330,000; AID 449728, 2010;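 active = inhibition above the campaign's mean inhibition across all tested compounds plus 3 SD, cut at about 9.9% in these data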;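 note: uninfected addAB+ strain grown without phage in ampicillin broth; 0% = DMSO wells and 100% = ciprofloxacin 0.95 µg/ml wells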
PKA-R1A act = activators of PKA-R1A holoenzyme, primary screen, biochemical, fluorescence polarization, Cy5-IP20, bovine R1A, mouse PKAc; cAMP-dependent protein kinase type I-alpha regulatory subunit (Bos taurus) + …; PKA-R1A dissociation; scaled: DMSO 0%, 113 µM cGMP 100%; hit rate 0.083% among 340,000; activation, % at 11.4 µM; AID 504707, 2011;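 active = percent activation above the mean of all tested compounds plus 3 SD, cut at about 19% in these data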;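 note: higher means more PKAc released from R1A so a rise in polarization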
HTR5A inv ctr = HTR5A inverse agonists in luminescence cell assay, primary screen, counter-screen for OPRM1-OPRD1 heterodimer inverse agonist project, full-deck HTS. HTR5A cell line, inverse agonism. hit rate 0.083% among 340,000. 5-hydroxytryptamine receptor 5A (Homo sapiens), P47898. inhibition, % at 9.3 µM; in the data active = inhibition mostly above about 23%, no sharp cut-off; inactive = mostly below about 18%;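 note: 0% = cells with DMSO and 100% = no-cell wells with DMSO; some compounds called inactive have numbers as strong as hits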
AddAB inh = growth inhibition of E. coli expressing H. pylori AddAB, primary screen, AddAB inhibitor project, absorbance; inhibition, % at 11.9 µM; hit rate 0.29% among 330,000; in the data active = inhibition above about 12%;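 note: 0% = vehicle wells of infected cells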
OPRM1-OPRD1 inv = inverse agonists of MOR-DOR heterodimerization, primary screen, cell-based, luminescence. hit rate 0.21% among 340,000. inhibition, % at 9.3 µM. cell-based MOR-DOR heterodimer luminescence, inverse agonism; in the data active = inhibition above about 22%, passing the limit was not always enough;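 note: 0% = cells with DMSO and 100% = wells without cells with DMSO; values of inactives mirror those of a sister screen read the other way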
SUMO Mot1 rescue = yeast Mot1-301 growth rescue at high temperature, primary screen, SUMOylation pathway inhibitor project, S. cerevisiae, ATP luminescence, 38.5C; S. cerevisiae Mot1-301 growth rescue; percent above DMSO median, 100 means doubled; growth rescue, % at 18.8 µM; hit rate 1% among 320,000; AID 2716, 2010;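 active = every valid replicate shows activation above 250% relative to neutral control wells; inactive = the rest, any valid replicate at or below 250%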;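 note: OY570 slx delta 5 strain wells were the positive control but not used for scaling; some compounds called inactive have numbers as strong as hits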
* hit, by the source's call; · = not tested or not shown.

mol,HTR5A inv ctr,phage Ecoli inh,PfHsp90 yeast 2,E coli growth,SUMO Mot1 rescue,PKA-R1A act,MOR-DOR ag,PKA-R2B act,Tat transport,AddAB inh,OPRM1-OPRD1 inv
O=C(COC(=O)c1cc(Br)ccc1O)NNC(=O)c1ccc([N+](=O)[O-])cc1,21.0,2.9,-3.9,-1.4,-10.7,-8.5,1.4,-13.1,-4.5,1.4,-9.4
CN(C)c1cccc(C(=O)Nc2nc3ccccc3[nH]2)c1,3.2,2.0,-10.5,-3.2,57.0,-4.2,-1.5,-7.7,-3.6,1.3,8.0
CCOCCCNC(=O)COC(=O)/C=C/c1ccc(S(=O)(=O)N2CCc3ccccc32)cc1,-2.6,3.5,10.6,-0.1,-5.1,3.3,-0.7,4.4,-5.4,0.8,3.3
O=C(c1ccccc1Cc1ccccc1)N1CCN(S(=O)(=O)c2ccc(F)cc2)CC1,-2.3,4.9,0.9,0.3,·,-10.0,0.5,-8.2,8.0,2.0,-3.1
Cc1ccc(CN(Cc2ccco2)C(=S)NCC(=O)NC2CC2)cc1,-10.3,2.6,·,-1.1,-10.2,-7.3,-2.1,-14.5,4.9,-0.8,11.2
COC(=O)C(NC(C)=O)(Nc1ccccc1)C(=O)OC,-14.2,1.9,·,0.1,-14.3,-11.6,-2.4,3.2,1.6,0.8,13.9
COCCn1c(=NC(=O)CCS(=O)(=O)c2ccccc2)sc2ccccc21,22.3,2.0,5.6,-0.3,19.9,2.1,-1.9,-13.4,3.1,-0.2,9.8
O=C(CCN1C(=O)/C(=C/c2ccc(F)cc2)SC1=S)NNC(=O)c1ccncc1,-3.4,3.1,-12.4,1.3,-5.6,-4.0,0.0,-10.1,-4.8,4.8,-0.1
COc1ccccc1CNCc1ccc(OC)c2ccccc12,-2.7,1.5,-0.3,1.9,-16.9,-14.2,-2.3,2.3,2.7,1.8,11.5
Fc1ccccc1COc1cccc2cccnc12,-4.0,-0.6,5.7,-0.9,10.6,-7.5,-0.5,-0.2,-7.5,-1.5,2.5
COc1ccc(-c2nc3cc(C)ccn3c2NC(=O)c2c(F)cccc2Cl)cc1,9.3,2.6,-0.8,-0.1,5.2,-6.0,-3.0,4.4,0.4,0.0,14.4
COc1ccc(C(=O)NCCC(=O)N2CCC3(CC2)NCCc2[nH]cnc23)cc1,-21.7,-2.2,-4.4,1.4,-5.7,-7.3,-3.1,-10.5,-3.5,3.9,15.5
CNS(=O)(=O)c1cc(S(=O)(=O)NC)c2cccc3c2c1NC3=O,2.4,4.0,-12.8,0.5,-2.1,4.5,-2.0,-1.3,27.8,5.7,10.1
COc1cccc(Nc2nc(-c3sc(C)nc3C)cs2)c1,1.3,0.9,-80.6,-3.0,-21.6,-4.3,-0.7,5.7,14.2,1.0,3.6
CN(CC(=O)Nc1ccc(F)c(F)c1F)C(=O)C1CCC1,-8.5,3.0,-17.6,0.6,-1.4,-2.4,-2.9,-13.1,7.9,0.0,15.0
CC(C)[C@H](NC(=O)c1ccco1)C(=O)OCc1cc(=O)n2c(n1)sc1ccccc12,-10.2,1.7,·,-0.7,11.6,-15.6,-1.9,-7.8,2.2,0.6,9.5
COC(=O)c1c(NC(=O)COC(=O)c2ccc(Cl)cc2[N+](=O)[O-])sc2c1CCCCC2,10.3,0.6,-25.5,1.7,-15.9,1.5,-1.0,-4.5,-21.5,1.2,5.2
CCOP(=O)(OCC)C(C#N)=C1SCN(c2ccc(Cl)cc2)CS1,-3.2,2.2,-28.2,1.5,-12.1,5.4,-3.6,-10.6,1.4,0.5,18.9
CCOC(=O)c1c(S(=O)(=O)Nc2ccc(C)c(F)c2)c(C)n(C)c1C,4.6,0.6,9.8,1.3,10.1,5.4,-0.4,3.1,-12.1,4.0,2.0
Cc1cc(C(=O)NCC(=O)Nc2c(C)cccc2C)c2ccccc2n1,-13.6,1.4,·,-1.2,0.1,-26.3,-4.9,-6.5,1.4,1.1,19.9
O=C(Nc1ccc(N2CCCCC2)cc1)c1ccccn1,2.0,·,35.2,-1.7,-60.2,0.2,-2.4,-0.7,-5.6,1.0,12.7
NC(=O)COC(=O)c1ccc2c(c1)S(=O)(=O)c1ccccc1C2=O,-6.9,2.7,-28.5,-0.1,-2.1,-5.0,5.9,-8.0,10.9,1.9,-41.7
O=c1c2c3c(sc2ncn1/N=C/c1ccccc1)CCCC3,-5.7,1.6,3.4,2.2,15.2,-4.6,0.2,1.6,-1.2,-0.5,-1.2
CCOc1ccccc1N=C1SC(CC(=O)Nc2ccc(OC)cc2OC)C(=O)N1CCC1=CCCCC1 (stereo unspecified),9.6,4.7,3.7,1.9,·,7.8,-0.3,-11.6,5.3,-0.1,1.8
CC(=O)Nc1nnc(SCC(=O)c2ccc3c(c2)Cc2ccccc2-3)s1,4.4,2.9,-1.2,0.2,28.2,8.1,0.2,-3.3,-0.2,1.5,-1.1

mol,HTR5A inv ctr,phage Ecoli inh,PfHsp90 yeast 2,E coli growth,SUMO Mot1 rescue,PKA-R1A act,MOR-DOR ag,PKA-R2B act,Tat transport,AddAB inh,OPRM1-OPRD1 inv
CC1CCN(c2ccc(/C=N\Nc3nncn3N)cc2[N+](=O)[O-])CC1,2.3,2.9,4.6,5.1,-15.4,7.0,4.5,13.9,-8.9,14.5*,-30.5
O=c1c(-c2ccc(F)cc2)coc2c3c(ccc12)OCCO3,-26.6,2.6,16.4,0.9,-2.7,-1.8,1.4,0.7,0.5,3.8,-8.3
N#CCC(=N)N1CCN(c2ccccc2)CC1,4.8,-0.1,·,-0.9,7.4,-3.4,-2.9,9.1,2.7,0.1,14.3
CCOC(=O)Oc1ccc2c(=O)c(Oc3cc(C)cc(C)c3)coc2c1,-2.7,5.2,20.1,-1.7,-5.2,-11.9,0.1,8.4,1.3,-0.1,-0.5
O=C1C=C(c2ccc(Cl)c(C(F)(F)F)c2)C[C@@H](c2ccc(F)cc2)C1,1.1,4.0,-25.3,2.5,4.4,-9.7,8.9,-9.4,-0.5,1.6,-41.0
Cc1ccc(C(=O)N2CCc3cc4c(cc3C2C)OCCCO4)cc1 (stereo unspecified),2.8,3.3,14.3,-1.4,20.0,2.0,-1.7,-20.7,-0.6,2.8,8.5
COc1ccc(-c2cn3cc(C(F)(F)F)cc(Cl)c3n2)cc1,16.0,3.2,8.0,0.0,14.8,-2.6,7.3,0.5,-8.0,-0.1,-34.8
CCOC(=O)c1ccc(NC(=O)CN2CCN(Cc3ccccc3)CC2)cc1,-18.5,-1.1,·,0.6,95.4,-10.2,-4.0,-3.0,0.7,-0.8,19.2
CC(C)(C)NCCOCCOc1ccc(Cl)cc1C(C)(C)C,10.1,0.6,6.8,0.0,2.0,-5.0,3.0,-3.8,0.5,2.3,-20.3
Cc1cc(C)nc(NS(=O)(=O)c2ccc(NC(=O)c3cccc(N4C(=O)CCC4=O)c3)cc2)n1,-7.0,2.9,-0.5,2.5,1.3,5.7,-1.3,4.5,-8.7,1.1,5.9
COc1ccc2cc(CN(CCc3ccccc3)Cc3nnnn3CC3CCCO3)c(=O)[nH]c2c1 (stereo unspecified),9.8,-0.1,9.7,-1.5,-5.4,-6.1,2.3,-4.8,-13.5,1.4,-13.6
COc1ccc(NS(=O)(=O)c2ccc(S(=O)(=O)N(C)C)cc2)cc1S(N)(=O)=O,10.1,3.6,2.5,1.5,63.1,2.7,-1.9,1.3,-1.7,0.9,9.5
COc1ccc(NC(=O)OCCn2c([N+](=O)[O-])cnc2C)cc1,-27.3,3.3,7.2,2.1,4.2,-14.1,-3.1,3.3,-4.2,2.8,14.4
CC(=O)Nc1sc2c(c1C(c1cccc(F)c1)N1CCN(CCO)CC1)CCCC2 (stereo unspecified),13.4,2.7,-27.4,-0.5,-13.1,-5.8,-2.3,0.2,3.2,-0.3,11.7
CC(C)(C)c1csc(NC(=O)Cc2ccc(S(=O)(=O)N3CCOCC3)s2)n1,-24.9,1.4,-19.8,-1.1,-9.0,-2.5,3.9,-13.6,8.1,1.3,-21.0
Cc1nc2c(C)cccc2cc1C(=O)N/N=C/c1cccc([N+](=O)[O-])c1,5.7,2.5,-4.0,-0.8,11.8,-0.1,-0.5,-1.5,-4.3,0.4,2.9
COc1ccc(-c2nc3c4ccccc4ccn3c2CN2CCCCC2)cc1,5.2,4.5,11.7,-1.5,-5.8,-12.4,2.5,-10.2,-3.9,-1.3,-12.8
COc1ccc(C)cc1-n1nnnc1SCn1nnc2ccccc2c1=O,-13.5,2.5,·,-1.6,14.7,-10.6,-0.4,-0.9,3.4,1.1,2.2

Some values from above:
COc1ccc(-c2nc3c4ccccc4ccn3c2CN2CCCCC2)cc1 in MOR-DOR ag → 2.5
CC(C)(C)c1csc(NC(=O)Cc2ccc(S(=O)(=O)N3CCOCC3)s2)n1 in OPRM1-OPRD1 inv → -21.0

Bioassay records (PubChem BioAssay)
